Screening results deposited in PubChem BioAssay by PCMD.
CatS block: inhibitors of human cathepsin S, biochemical, compound mixtures; 0.06% of 62,000 active; recombinant cathepsin S, AMC dipeptide fluorescence, pooled mixtures; inhibition, %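 (tested at 5 µM per compound within 10-compound mixtures)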; P25774; AID 501, 2006; in the data active = inhibition above about 32%, passing the limit was not always enough;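 also: 0% = enzyme without compound and 100% = blank without enzyme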
CatL inh: inhibitors of human cathepsin L, biochemical | purified cathepsin L, fluorogenic substrate, fluorescence | inhibition, %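 (tested at 10 µM)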 | 0.17% of 58,000 active; in the data active = inhibition above about 45%;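 also: 0% = enzyme with no compound and 100% = no enzyme blank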
Target sequence (P07711 114-288 limits assumed): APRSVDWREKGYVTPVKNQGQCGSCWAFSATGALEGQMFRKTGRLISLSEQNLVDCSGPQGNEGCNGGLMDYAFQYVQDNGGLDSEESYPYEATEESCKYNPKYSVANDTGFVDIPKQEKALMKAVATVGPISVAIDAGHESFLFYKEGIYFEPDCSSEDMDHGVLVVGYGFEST
Target sequence (P07711 292-333 limits assumed): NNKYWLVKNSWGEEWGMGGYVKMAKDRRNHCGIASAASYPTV
Cathepsin G inh: human cathepsin G inhibitors, primary screen, biochemical, pooled compound mixtures, AMC fluorescence. P08311. purified enzyme, AMC-tetrapeptide fluorescence. inhibition, % at 5 µM (by protocol). 0.2% of 62,000 active. AID 581, 2007;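 active = inhibition above 20% in each of the two mixture wells holding the compound; inactive = inhibition of 20% or less in either well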;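 also: 0% = enzyme control without mixture and 100% = blank lacking enzyme; strong numbers were not always called active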
FXIa inh mix: FXIa protease inhibitors in compound pools, primary screen, biochemical, 10-compound mixtures | Coagulation factor XI (Homo sapiens), P03951 | purified FXIa, fluorogenic substrate, pooled mixtures | inhibition, % at 5 µM | 0.19% of 62,000 active; in the data active = inhibition above about 20%, passing the limit was not always enough;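 also: each value is inhibition by a whole ten-compound pool holding the compound; 0% = enzyme with no mixture and 100% = wells lacking enzyme; strong numbers were not always called active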
CatB block: human cathepsin B inhibitors, primary screen, biochemical, fluorogenic substrate; P07858; purified cathepsin B, fluorescence; inhibition, %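 (tested at 10 µM)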; 0.1% of 63,000 active; AID 453, 2006; in the data active = inhibition above about 21%;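 also: 0% = enzyme with no compound and 100% = no enzyme blank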
C1s block: complement C1s protease inhibitors, primary screen, biochemical, 10-compound mixtures; AID 538, 2006; mean inhibition % of two 10-compound mixtures (active compounds read high), % at 5 µM (by protocol); Complement C1s subcomponent (Homo sapiens), P09871; purified C1s, fluorogenic AMC substrate, pooled mixtures; 0.16% of 62,000 active;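 active = inhibition above 20% in each of the two 10-compound mixture wells holding the compound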;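 also: 0% = enzyme wells lacking compound mixture and 100% = no-enzyme blank wells; some compounds called inactive have numbers as strong as hits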
Target sequence (P09871 16-437 limits assumed): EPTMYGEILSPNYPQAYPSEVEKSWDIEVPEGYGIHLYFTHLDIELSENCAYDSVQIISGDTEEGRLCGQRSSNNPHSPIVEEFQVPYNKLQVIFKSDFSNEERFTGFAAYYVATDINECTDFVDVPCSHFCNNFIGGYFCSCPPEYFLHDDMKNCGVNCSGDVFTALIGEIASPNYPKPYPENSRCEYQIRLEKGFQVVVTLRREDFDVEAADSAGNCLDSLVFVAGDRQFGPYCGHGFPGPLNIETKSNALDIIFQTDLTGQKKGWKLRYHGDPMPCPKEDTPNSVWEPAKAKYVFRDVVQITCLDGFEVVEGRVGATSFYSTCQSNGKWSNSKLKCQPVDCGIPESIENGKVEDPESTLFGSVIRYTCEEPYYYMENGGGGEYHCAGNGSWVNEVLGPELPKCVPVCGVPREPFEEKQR
Target sequence (P09871 438-688 limits assumed): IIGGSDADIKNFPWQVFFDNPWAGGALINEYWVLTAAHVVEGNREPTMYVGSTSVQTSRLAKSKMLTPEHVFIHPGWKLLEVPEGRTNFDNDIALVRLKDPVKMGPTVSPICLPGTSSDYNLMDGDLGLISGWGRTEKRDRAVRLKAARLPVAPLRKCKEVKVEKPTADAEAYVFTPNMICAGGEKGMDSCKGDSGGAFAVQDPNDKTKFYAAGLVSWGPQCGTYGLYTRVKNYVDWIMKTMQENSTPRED
CatB mix inh: cathepsin B inhibitors from pooled compounds, primary screen, biochemical, compound mixtures, AMC fluorescence; 0.06% of 62,000 active; inhibition, %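 (ten-compound pools at 5 µM per compound and 50 µM total)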; AID 488, 2006; Purified cathepsin B, AMC dipeptide fluorescence; in the data active = inhibition above about 22%, passing the limit was not always enough;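 also: 0% = enzyme without compound and 100% = no enzyme blank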
Ec RNAP inh: E. coli RNAP inhibitors, biochemical. E. coli RNA polymerase, fluorescence transcription assay. 0.2% of 62,000 active. inhibition, %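 (tested at 10 µM)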; in the data active = inhibition above about 20%;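 also: 0% = enzyme without compound and 100% = no enzyme blank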
AP complement: alternative complement pathway inhibitors, primary screen, biochemical, ELISA, human serum, orthogonally pooled compounds | LPS-coated ELISA, C3 deposition; tested in compound mixtures | inhibition, % at 5 µM | 0.08% of 62,000 active | AID 1235, 2008;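 active = inhibition above 30% in each of the two pooled mixtures holding the compound, so the lower value exceeds 30%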;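 also: 0% = serum in Mg-EGTA without compound and 100% = EDTA serum blank; some compounds past the cut are filed as inactive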
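Assay system: Human serum alternative complement pathway, C3 deposition on LPS-coated wells | Incubation: 1 h serum-compound exposure at 37 °C | Doses: 5 µM per compound in ten-compound mixtures | Read-out: Percent inhibition | Technique: ELISA with HRP anti-human C3 antibody, TMB substrate, absorbance 450 nm | Replication: Two pool placements per compound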
Starred values were filed as active, the others as inactive. An excerpt, so the mix of outcomes need not match the whole.

CC(C)(C)c1ccc(OCC(=O)NCc2ccco2)cc1 was read as CatS block 19, CatL inh 2, Cathepsin G inh -2, FXIa inh mix 0, CatB block 3, C1s block -7, CatB mix inh 7, Ec RNAP inh 9 and AP complement -5.
`CCOC(=O)c1c(C)nn(Cc2ccccc2)c1N` gave CatS block -10, CatL inh 3, Cathepsin G inh 9, FXIa inh mix 5, CatB block 0, C1s block 13, CatB mix inh 4, Ec RNAP inh 5 and AP complement 2.
O=C(c1nc(-c2ccccc2)n(-c2ccccc2)n1)N1CCCCCC1 was read as CatS block 6, CatL inh 10, Cathepsin G inh 11, FXIa inh mix 4, CatB block 0, C1s block 13, CatB mix inh 1, Ec RNAP inh 8 and AP complement 1.
Screening Cc1nn(Cc2ccc(C(=O)NC(C)(C)C)o2)c(C)c1Br returned CatS block 14, CatL inh 9, Cathepsin G inh 12, FXIa inh mix 2, CatB block 2, C1s block 8, CatB mix inh 2, Ec RNAP inh 4 and AP complement -1.
For CCc1nc(C)cn1S(=O)(=O)c1ccc(Cl)c(Cl)c1Cl the results were CatS block -5, Cathepsin G inh 8, FXIa inh mix 5, CatB block 6, C1s block 9, CatB mix inh 0, Ec RNAP inh 6 and AP complement 5.
Screening CCCS(=O)(=O)N1CCC(C(=O)NC2CCC(C)CC2)CC1 (centres undefined) returned CatS block -1, CatL inh 4, Cathepsin G inh 12, FXIa inh mix 5, CatB block 5, C1s block 17, CatB mix inh 5, Ec RNAP inh 4 and AP complement 17.
COc1ccccc1N1CC(C(=O)Nc2cccc(C(=O)O)c2)CC1=O (centres undefined) was read as CatS block -1, CatL inh -3, Cathepsin G inh 0, FXIa inh mix 3, CatB block 3, C1s block 3, CatB mix inh 46, Ec RNAP inh 4 and AP complement 4.
`Cc1ccc(-n2ncc3c(=O)[nH]c(SCC(=O)N4CCC(C)CC4)nc32)cc1C` gave CatS block -2, Cathepsin G inh -4, FXIa inh mix 3, CatB block 2, C1s block -1, CatB mix inh 3, Ec RNAP inh 13 and AP complement 15.
For Cc1ccc(C)c(NC(=O)CN(C)S(=O)(=O)c2ccccc2)c1 the results were CatS block 4, CatL inh 11, Cathepsin G inh -1, FXIa inh mix 5, CatB block -5, C1s block 3, CatB mix inh 4, Ec RNAP inh 6 and AP complement 14.
Screening Cc1csc(NC(=O)c2cnccn2)n1 returned CatS block 3, CatL inh -6, Cathepsin G inh -2, FXIa inh mix 2, CatB block -4, C1s block 3, CatB mix inh 2, Ec RNAP inh 3 and AP complement 7.
`O=C(Cc1c(C(=O)O)[nH]c2ccccc12)NCCN1CCN(c2ccccc2F)CC1` gave CatS block -5, CatL inh -7, Cathepsin G inh -13, FXIa inh mix -1, CatB block -2, C1s block -21, CatB mix inh -3, Ec RNAP inh -8 and AP complement -1.
`COCCN1C(=O)c2ccccc2C(C(=O)NCCN(C)C)C1c1ccc(F)cc1` (centres undefined) gave CatS block -8, CatL inh -11, Cathepsin G inh -2, FXIa inh mix -6, CatB block -4, C1s block -31, CatB mix inh -4, Ec RNAP inh 4 and AP complement 23.
Screening NC(=O)C1CCN(C(=O)c2cnn(-c3ccccc3)c2NC(=O)c2ccco2)CC1 returned CatS block -8, Cathepsin G inh -2, FXIa inh mix 2, CatB block -2, C1s block 1, CatB mix inh -3, Ec RNAP inh 4 and AP complement 1.
COc1ccc(N2C(=O)CCC(C(=O)Nc3ccccn3)C2c2ccc(OC)c(OC)c2)cc1 (centres undefined) was read as CatS block -7, CatL inh 2, Cathepsin G inh -4, FXIa inh mix 2, CatB block 4, C1s block 0, CatB mix inh 1, Ec RNAP inh 2 and AP complement -2.
CCOC(=O)c1ccc(NC(=O)NC2CCN(CC(=O)NCc3ccc4c(c3)OCO4)CC2)cc1 was read as CatS block -2, CatL inh 10, Cathepsin G inh 8, FXIa inh mix -4, CatB block 1, C1s block 3, CatB mix inh 0, Ec RNAP inh 0 and AP complement 8.
CCN(CC(=O)NC(C)C)C(=O)c1ccc(S(=O)(=O)N(C)c2ccccc2OC)cc1 was read as CatS block 0, CatL inh 11, Cathepsin G inh 12, FXIa inh mix 8, CatB block 1, C1s block 13, CatB mix inh 3, Ec RNAP inh 10 and AP complement 2.
For N#Cc1cccc(NC(=O)CCC2CCCC2)c1 the results were CatS block 0, CatL inh 6, Cathepsin G inh 0, FXIa inh mix 7, CatB block 3, C1s block -2, CatB mix inh 1, Ec RNAP inh 9 and AP complement 3.
For Cc1ccc(NC(=O)Cn2nnc(C(=O)Nc3ccc(C)c(C)c3)c2N)cc1 the results were CatS block -3, CatL inh 3, Cathepsin G inh 9, FXIa inh mix 8, CatB block 0, C1s block 14, CatB mix inh 0, Ec RNAP inh 7 and AP complement 13.
`Cc1cccc(-c2nc(C#N)c(N3CCCCCC3)o2)c1` gave CatS block 2, CatL inh -12, Cathepsin G inh 1, FXIa inh mix 3, CatB block -2, C1s block -1, CatB mix inh 0, Ec RNAP inh 3 and AP complement 11.
Screening COc1ccc(OC)c(NC(=O)c2cnc3ccccn3c2=O)c1 returned CatS block 5, CatL inh -4, Cathepsin G inh 0, FXIa inh mix -6, CatB block 0, C1s block 7, CatB mix inh -2, Ec RNAP inh 2 and AP complement 18.
`CCCc1cc(=O)[nH]c(SCC(=O)N(C)CC(=O)Nc2ccc(C)cc2)n1` gave CatS block -1, Cathepsin G inh -2, FXIa inh mix 11, CatB block -1, C1s block 1, CatB mix inh 4, Ec RNAP inh 0 and AP complement 18.
For CCCn1c(=O)c2c(nc(Br)n2CCC)n(C)c1=O the results were CatS block 4, Cathepsin G inh 9, FXIa inh mix -1, CatB block 2, C1s block -3, CatB mix inh -2, Ec RNAP inh 4 and AP complement 5.
COc1ccc(CC2C(=O)OC(C)(C)OC2=O)cc1 was read as CatS block -6, CatL inh -18, Cathepsin G inh 0, FXIa inh mix 8, CatB block -4, C1s block 6, CatB mix inh 4, Ec RNAP inh -2 and AP complement 16.
C=CCn1nnc2sc3c(c2c1=O)CCC(C)C3 (centres undefined) was read as CatS block -8, CatL inh 16, Cathepsin G inh 9, FXIa inh mix 1, CatB block 3, C1s block 1, CatB mix inh -1, Ec RNAP inh 4 and AP complement 6.
CCC(C)NC(=O)COc1ccc(S(=O)(=O)N2CCOCC2)cc1 (centres undefined) was read as CatS block -3, Cathepsin G inh 5, FXIa inh mix 5, CatB block 9, C1s block 16, CatB mix inh -1, Ec RNAP inh 5 and AP complement 2.
Screening COc1ccc(CC(=O)Nc2ccc(OC)c(NC(=O)c3ccco3)c2)cc1 returned CatS block 8, CatL inh 1, Cathepsin G inh -12, FXIa inh mix 6, CatB block 2, C1s block -16, CatB mix inh 1, Ec RNAP inh -17 and AP complement -1.
For CCn1c(SCC(=O)N2CCOCC2)nc(O)cc1=O the results were CatS block 3, Cathepsin G inh 9, FXIa inh mix 5, CatB block 2, C1s block 2, CatB mix inh 3, Ec RNAP inh 7 and AP complement 15.
`c1ccc2nc3c(nc2c1)[nH]c1ccccc13` gave CatS block 16, CatL inh 28, Cathepsin G inh -2, FXIa inh mix 6, CatB block 2, C1s block -10, CatB mix inh 0, Ec RNAP inh -1 and AP complement 7.
`Nc1nc(-c2ccc(Br)s2)c(Br)s1` gave CatS block -7, CatL inh 12, Cathepsin G inh 7, FXIa inh mix -2, CatB block 1, C1s block 0, CatB mix inh -10, Ec RNAP inh 8 and AP complement 10.
Screening CC(C)NC(=O)c1ccccc1NC(=O)CN(c1ccc2c(c1)OCO2)S(C)(=O)=O returned CatS block -2, CatL inh 1, Cathepsin G inh 2, FXIa inh mix 3, CatB block -5, C1s block 3, CatB mix inh 6, Ec RNAP inh 5 and AP complement 16.
CCOC(=O)C1CCCN(CC(O)COc2ccc(OC)cc2C(C)(C)C)C1 (centres undefined) was read as CatS block -2, CatL inh 1, Cathepsin G inh 3, FXIa inh mix 10, CatB block -1, C1s block 3, CatB mix inh -2, Ec RNAP inh -5 and AP complement 7.
O=C(CN1CCOCC1)Nc1ccc(Br)cn1 was read as CatS block -4, CatL inh -2, Cathepsin G inh 4, FXIa inh mix 8, CatB block 4, C1s block 13, CatB mix inh 1, Ec RNAP inh 0 and AP complement 15.
For CCCc1cc(=O)oc2cc(Oc3ncccn3)ccc12 the results were CatS block -10, CatL inh -7, Cathepsin G inh -3, FXIa inh mix 6, CatB block 3, C1s block -14, CatB mix inh 0, Ec RNAP inh -7 and AP complement 7.
`COc1cc(-c2noc(CCC(=O)Nc3cccnc3)n2)cc(OC)c1OC` gave CatS block -2, CatL inh 4, Cathepsin G inh 9, FXIa inh mix 1, CatB block 1, C1s block 11, CatB mix inh 3, Ec RNAP inh 5 and AP complement 15.
`O=C(CN1C(=O)NC2(CCCCCC2)C1=O)c1ccc2c(c1)OCCO2` gave CatS block 0, CatL inh 21, Cathepsin G inh -10, FXIa inh mix -10, CatB block -1, C1s block -83, CatB mix inh -8, Ec RNAP inh 1 and AP complement 5.
Screening O=P(O)(CN1CCCCCC1)CN1CCCCCC1 returned CatS block -9, CatL inh -14, Cathepsin G inh 0, FXIa inh mix -10, CatB block 0, C1s block -51, CatB mix inh -13, Ec RNAP inh 3 and AP complement 21.
Screening Cc1cc(C)nc(N2CCC(CNC(=O)CCc3ccccc3)CC2)n1 returned CatS block -7, CatL inh 13, Cathepsin G inh -1, FXIa inh mix -3, CatB block 0, C1s block -25, CatB mix inh -3, Ec RNAP inh 8 and AP complement -4.
`O=S(=O)(NCCNS(=O)(=O)c1ccccc1)c1ccccc1` gave CatS block -7, CatL inh 5, Cathepsin G inh 8, FXIa inh mix -4, CatB block -3, C1s block -3, CatB mix inh 1, Ec RNAP inh 16 and AP complement 14.
`Cc1c(C(=O)OCC(C)C)[nH]c2c1C(=O)CC(c1ccco1)C2` (centres undefined) gave CatS block -12, CatL inh -2, Cathepsin G inh -10, FXIa inh mix -12, CatB block -2, C1s block -105, CatB mix inh -7, Ec RNAP inh -3 and AP complement -1.
O=C(Cc1c(O)c2ccccc2[nH]c1=O)NCc1ccccc1F was read as CatS block -16, Cathepsin G inh 1, FXIa inh mix 7, CatB block -1, C1s block 3, CatB mix inh 7, Ec RNAP inh 5 and AP complement 4.
CCOC(=O)N1CCN(CCC(=O)Nc2ccc(C)c(Br)c2)CC1 was read as CatS block -2, CatL inh -5, Cathepsin G inh -1, FXIa inh mix 1, CatB block 0, C1s block -4, CatB mix inh -1, Ec RNAP inh 4 and AP complement 19.
`CCCn1cc2c(c1-c1cccc(C)c1)c(=O)n(C)c(=O)n2C` gave CatS block 0, CatL inh -4, Cathepsin G inh 12, FXIa inh mix 4, CatB block 0, C1s block 15, CatB mix inh 5, Ec RNAP inh 7 and AP complement 10.
For CC(C)c1nnc(NC(=O)c2cccs2)s1 the results were CatS block 8, CatL inh 4, Cathepsin G inh 4, FXIa inh mix 5, CatB block 1, C1s block 15, CatB mix inh -4, Ec RNAP inh 12 and AP complement 5.
Screening CCOC(=O)NC(=O)CSc1nnnn1-c1ccc(Cl)cc1 returned CatS block 12, CatL inh 6, Cathepsin G inh 3, FXIa inh mix 10, CatB block 2, C1s block 5, CatB mix inh 2, Ec RNAP inh 3 and AP complement 4.
